# Gli-Sufu block = Gli-Sufu pathway antagonism | inhibition, % at 5 µM | AID 588413 | 340,000 compounds, 0.74% hits | Sufu-KO-LIGHT fibroblasts, Gli luciferase reporter luminescence;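 active = inhibition above about 55%, limit read from the data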;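 also: 0% = DMSO-treated cells and 100% = wells with medium but no cells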
# EBI2 block = antagonists of human EBI2 receptor; P32249; AID 651636; 360,000 compounds, 0.81% hits; EBI2 beta-arrestin recruitment, luminescence, 7a,25-OHC stimulated; inhibition, % at 5 µM; in the data active = inhibition above about 38%;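 also: enzyme fragment complementation signal reports receptor beta-arrestin coupling in cells; 0% = agonist plus DMSO wells and 100% = wells without agonist; some results beyond the cut were filed as inactive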
# CCR6 antagonist = blocks CCL20-driven beta-arrestin recruitment at human CCR6 | P51684 | CHO-K1 CCR6 PathHunter beta-arrestin, luminescence, CCL20-stimulated | inhibition, % at 20 µM | 340,000 compounds, 0.49% hits;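 active = compounds whose inhibition of the agonist-driven luminescence signal at 20 µM reaches about 50%, limit read from the data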;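 also: cells stimulated with CCL20 at 14 nM final; plate controls were DMSO with CCL20 for no effect and DMSO without agonist for full effect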
# SENP8 inh = SENP8 protease inhibition; purified SENP8, Z-RLRGG-aminoluciferin cleavage, luminescence; inhibition, % at 10 µM; 330,000 compounds, 1.2% hits
# UBC13 polyUb = inhibitors of human UBC13 polyubiquitin chain formation; 330,000 compounds, 0.47% hits; AID 485273; P61088; inhibition, % at 20 µM; TR-FRET; in the data active = inhibition above about 45%, passing the limit was not always enough
# Jurkat NFkB inh = inhibitors of the PMA/ionomycin-induced NF-kB reporter in Jurkat cells; PMA/ionomycin-induced NF-kB luciferase reporter, luminescence; inhibition, % at 4 µM; 330,000 compounds, 0.53% hits
# 697 NFkB inh = inhibitors of the PMA/ionomycin-induced NF-kB reporter in 697 B cells. 697 B-cell NF-kB luciferase reporter, 16 h. inhibition, % at 4 µM. 330,000 compounds, 0.33% hits; in the data active = inhibition above about 35%
# Apaf-1 inh = blocks human Apaf-1 apoptosome activity | AID 489030 | inhibition, % at 20 µM | reconstituted apoptosome caspase-3 activity, DEVD-Rh110 fluorescence | 330,000 compounds, 0.71% hits; active = inhibition of at least 40% at 20 µM;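 also: plate controls were DMSO wells for no effect and DEVD-CHO caspase inhibitor wells for full effect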
# Target sequence (O14727 whole entry, looked up): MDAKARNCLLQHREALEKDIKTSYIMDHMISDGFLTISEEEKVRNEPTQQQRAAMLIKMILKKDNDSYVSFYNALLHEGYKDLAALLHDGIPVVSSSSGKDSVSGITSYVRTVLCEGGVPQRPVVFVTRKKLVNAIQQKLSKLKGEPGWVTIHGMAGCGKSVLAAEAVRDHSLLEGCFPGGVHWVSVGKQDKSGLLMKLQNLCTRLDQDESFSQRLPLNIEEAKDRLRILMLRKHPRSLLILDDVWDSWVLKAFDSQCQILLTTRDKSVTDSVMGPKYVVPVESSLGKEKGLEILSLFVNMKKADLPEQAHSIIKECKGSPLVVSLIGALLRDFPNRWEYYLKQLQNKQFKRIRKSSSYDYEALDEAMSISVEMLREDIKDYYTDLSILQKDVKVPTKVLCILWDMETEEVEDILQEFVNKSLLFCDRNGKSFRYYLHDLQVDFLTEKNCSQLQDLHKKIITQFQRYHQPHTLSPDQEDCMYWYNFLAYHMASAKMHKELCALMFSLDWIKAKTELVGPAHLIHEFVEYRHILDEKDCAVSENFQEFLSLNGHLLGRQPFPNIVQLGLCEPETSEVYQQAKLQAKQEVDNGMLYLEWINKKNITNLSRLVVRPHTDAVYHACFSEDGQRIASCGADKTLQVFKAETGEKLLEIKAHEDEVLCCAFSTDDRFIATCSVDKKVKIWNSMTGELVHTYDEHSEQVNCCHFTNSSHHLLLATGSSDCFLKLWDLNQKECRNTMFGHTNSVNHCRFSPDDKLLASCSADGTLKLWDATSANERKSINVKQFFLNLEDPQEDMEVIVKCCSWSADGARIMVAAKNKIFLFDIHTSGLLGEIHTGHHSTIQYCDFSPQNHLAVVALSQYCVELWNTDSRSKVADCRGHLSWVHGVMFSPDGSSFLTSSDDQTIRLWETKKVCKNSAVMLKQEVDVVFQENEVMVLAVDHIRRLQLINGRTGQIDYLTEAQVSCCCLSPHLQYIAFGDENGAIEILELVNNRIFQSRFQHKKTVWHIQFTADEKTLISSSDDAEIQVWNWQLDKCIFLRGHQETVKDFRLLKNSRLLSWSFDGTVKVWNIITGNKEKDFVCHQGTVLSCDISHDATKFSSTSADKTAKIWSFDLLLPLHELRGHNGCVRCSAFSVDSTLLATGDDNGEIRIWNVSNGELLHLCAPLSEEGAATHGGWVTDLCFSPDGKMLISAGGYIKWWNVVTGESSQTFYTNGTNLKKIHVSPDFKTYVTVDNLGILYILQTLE
#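 Material: reconstituted apoptosome with Apaf-1, cytochrome c, caspase-9, procaspase-3, dATP. Technique: Rh110 fluorescence intensity. Buffer or medium: pH 7.5 Hepes buffer with CHAPS, BSA, DTT. Times: 30 min plus 50 min, RT.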
# Active calls of the source: *; x = no result given. Rule as the data show it, unless noted: active = inhibition above about 50%; inactive = the rest. This is a subset (hit frequency here may not be typical).
compound	Gli-Sufu block	EBI2 block	CCR6 antagonist	SENP8 inh	UBC13 polyUb	Jurkat NFkB inh	697 NFkB inh	Apaf-1 inh
COc1ccc(CC(NC(C)=O)C(=O)NC2CCN(c3nc(C)cc(C)c3C#N)CC2)c(OC)c1 (stereo not given)	-3	-3	-15	3	12	4	0	3
CCC1CCCCN1C(=O)COc1ccccc1NC(C)=O (stereo not given)	3	-3	15	-2	-2	0	21	-1
O=C1CC(c2ccc(O)cc2)Oc2cc(O)cc(O)c21 (stereo not given)	-3	-4	6	17	0	9	-3	-19
CN1CCN(C(=O)C2CCC(=O)N(CCc3cccc(F)c3)C2)CC1 (stereo not given)	-7	-15	7	-3	-4	-7	-5	-3
O=c1c2ccccc2nc2n1CCC2	-13	-3	15	-4	-6	0	-21	-1
Cc1cc(NC(=O)c2cccc(S(=O)(=O)N(C)C)c2)n(-c2ccccn2)n1	6	-11	18	-4	-3	10	14	22
Cc1cc(OC(=O)C2CC2)c([N+](=O)[O-])c(=O)[nH]1	13	-1	0	-1	-9	7	1	6
COc1ccc(C(=O)NNC(=S)NC(=O)c2ccccc2[N+](=O)[O-])cc1	-4	7	13	9	13	0	-4	1
Cc1cc(C)n(C(=O)CCCCCCCCC(=O)n2nc(C)cc2C)n1	1	0	12	-1	-5	-5	0	8
Cc1ccc(NC(=O)CN2C(=O)N/C(=C/c3ccc(C)s3)C2=O)cc1	-7	-1	6	-5	-14	-1	2	-11
COc1cc(OC)c(C2Nc3ccccc3NC3=C2C(=O)CC(C)(C)C3)cc1OC (stereo not given)	-5	-11	3	-3	-7	-1	0	-2
N#Cc1ccccc1S(=O)(=O)Nc1ccc2c(c1)C(=O)OC2	4	-2	-2	-4	1	-1	4	-9
Cc1cccc(OCCCn2c(=O)oc3ccccc32)c1	-2	4	12	-8	-2	6	-7	-6
c1ccc(C(c2ccccc2)c2nc(-c3cccnc3)no2)cc1	-2	5	12	-4	5	-7	-12	16
C=CCOc1cccc(C2/C(=C(\O)c3ccc4c(c3)OCCO4)C(=O)C(=O)N2CCN2CCOCC2)c1 (stereo not given)	-20	3	7	-5	-15	13	1	-2
O=C(CO/N=C/c1ccc(Cl)cc1Cl)NNC(=O)c1ccc(Cl)cc1Cl	0	-11	-17	-9	-2	-5	-1	8
CCc1nc2c(c(=O)[nH]1)C(CC)(CC)Cc1ccccc1-2	-2	2	6	-2	2	-4	-22	18
Cc1ccc(NC(=O)N(Cc2ccc3c(c2)OCO3)Cc2cc3cc4c(cc3[nH]c2=O)OCCO4)cc1	10	32	-1	-10	0	-6	-36	19
C/C=C\C(=O)Nc1cccc(C2=NOC3(C2)C[C@@H](C(N)=O)N(C(=O)c2ccccc2)C3)c1 (stereo not given in full)	3	-7	-3	-12	-8	-6	9	-1
COC(=O)C1=C(C)N(Cc2ccccc2)C(=NCC2CC2)N[C@H]1c1ccccc1	39	4	9	-6	30	2	6	38
O=C(CSc1ccccc1)Nc1ccc2sccc2c1	-2	9	6	8	3	-14	-7	7
Cc1ccc(/C=C/C(=O)c2cc(Br)ccc2OC(=O)c2ccco2)cc1	-8	14	23	2	-3	-3	13	30
CCCCn1c(=O)c2ccccc2c2ccccc2c1=O	-10	11	14	3	4	-5	-2	9
CC[C@]12c3[nH]c4ccccc4c3CCN1C(=O)C(CC(=O)NCCCN(C)C)C[C@@H]2C(=O)N1CCN(C(=O)C2CC2)CC1 (stereo not given in full)	20	-11	4	-10	-10	-18	-27	8
COc1cc(/C=N/NC(=O)c2cc(C)n(-c3ccc(F)cc3)c2C)cc(OC)c1O	21	-5	1	-1	-5	4	5	3
CC(C)CC1C(C#N)=C(N)Oc2n[nH]c(-c3ccccc3)c21 (stereo not given)	27	-6	9	4	-6	-1	-3	16
O=c1[nH]c(CN2CCN(c3ccccc3)CC2)nc2scc(-c3ccccc3)c12	-6	-2	12	2	-3	-5	-76	28
O=C(Nc1cccnc1)C1CCCN(S(=O)(=O)c2cccc3nsnc23)C1 (stereo not given)	7	-3	0	-12	-6	-10	-42	9
Cc1nc(C/C(=N\N)c2ccc(O)cc2O)cs1	-25	10	15	-11	-9	-5	-5	-4
CN(C)CC(=O)Nc1ccc(Oc2ccc(Cl)cc2)cc1	-7	1	8	-8	5	-5	-1	1

# Molecules from the list above containing a Cl atom (2):
compound	Gli-Sufu block	EBI2 block	CCR6 antagonist	SENP8 inh	UBC13 polyUb	Jurkat NFkB inh	697 NFkB inh	Apaf-1 inh
O=C(CO/N=C/c1ccc(Cl)cc1Cl)NNC(=O)c1ccc(Cl)cc1Cl	0	-11	-17	-9	-2	-5	-1	8
CN(C)CC(=O)Nc1ccc(Oc2ccc(Cl)cc2)cc1	-7	1	8	-8	5	-5	-1	1

# (listing goes on)
compound	Gli-Sufu block	EBI2 block	CCR6 antagonist	SENP8 inh	UBC13 polyUb	Jurkat NFkB inh	697 NFkB inh	Apaf-1 inh
COc1cc(S(=O)(=O)Nc2ccc3c(c2)C(=O)N(C)C3=O)ccc1NC(C)=O	7	-12	-1	9	10	-7	12	-10
Cc1noc(/C=C/N(C)C)c1S(=O)(=O)N1CCC(C(=O)Nc2ccc(Cl)cc2)CC1	-7	14	5	3	-10	5	20	9
COc1ccc(CCNC(=O)CCS(=O)(=O)Cc2ccccc2C)cc1OC	1	1	1	-4	3	-5	0	12
Cc1cc(C)c(-c2cc(C)nc3ncnn23)c(C)c1	-17	-10	-6	-4	13	0	5	-26
CCOc1ccc(NC(=O)C2CC(=O)N(CC)C(=Nc3ccc4c(c3)OCO4)S2)cc1 (stereo not given)	43	5	8	-2	-6	-13	-13	17
CC(=O)NC(CCS(C)(=O)=O)C(=O)Nc1cc(C)on1 (stereo not given)	-21	-8	-2	-4	12	2	2	-7
Cc1ccccc1-c1cc(C(=O)NCc2ccco2)nn1CC1CC(c2cccc([N+](=O)[O-])c2)=NO1 (stereo not given)	10	9	17	-1	2	2	-1	16
CC1C(=O)N2CCCc3cc(S(=O)(=O)NCc4ccc(Cl)cc4)cc1c32 (stereo not given)	-3	9	-20	0	9	7	12	8
N#CC1=C2SCN(c3ccccc3)CN2C(=O)CC1c1ccccc1Cl (stereo not given)	0	10	10	-3	-17	-2	20	18
O=C(Nc1cc2c(oc1=O)CCCC2=O)c1ccc(Cl)cc1	-69	3	8	-12	-6	-21	-6	12
Cc1cccc(N2C(=O)C3CCCN3C2=S)c1 (stereo not given)	3	-14	3	-9	-3	-14	0	2
CC(C)C(=O)OCC(=O)NCc1ccccc1Cl	0	-8	1	-2	6	-1	10	-14
Cn1c(=O)c(C(N)=S)cn(-c2ccccc2)c1=O	-4	-7	-1	7	2	7	5	-5
CCC(C)(C)NC(=O)Cn1c(=O)oc2cc(S(=O)(=O)N3CC(C)CC(C)C3)ccc21 (stereo not given)	-5	0	0	-2	5	27	14	-5
O=C(Nc1ccc2c(c1)OCCO2)c1ccc(Cl)cc1	-106	6	10	59*	-6	-127	-154	10
COc1ccc(C(=O)CCN2CCN(c3ccc(OC)cc3)CC2)cc1	x	-8	-4	-9	2	-16	-3	2
CC(=O)N1c2ccc(S(=O)(=O)NCCC(=O)Nc3cccc(Cl)c3)cc2CC1C (stereo not given)	-28	2	16	2	-5	-7	3	1
O=C(COC(=O)CCc1c[nH]c2ccccc12)NC1CCS(=O)(=O)C1 (stereo not given)	-7	-8	-9	0	-4	-16	-4	0
O=C(OCCN=C1NS(=O)(=O)c2ccccc21)c1ccccc1	1	-23	19	2	8	10	21	-3
COCc1cc(=O)[nH]c(-c2ccccc2OC(F)(F)F)n1	8	-12	2	2	4	6	12	-25
COc1ccc(C(CNC(=O)c2cc3ccccc3cc2O)N2CCOCC2)cc1 (stereo not given)	11	12	-2	5	7	6	11	13
NS(=O)(=O)c1ccc(NC(=O)COC(=O)Cn2cnc3ccccc3c2=O)cc1	-3	-2	-6	1	4	-8	3	1
Cn1c(SCC(=O)NCC2COc3ccccc3O2)nnc1C(F)(F)F (stereo not given)	0	0	11	6	5	1	9	-1
Cn1c(SCC(=O)NC2CCCC2)nnc1C(F)(F)F	-6	-5	5	2	-10	4	-26	0
COc1ccc(C(=O)OCC(=O)NC2CC2)cc1S(=O)(=O)N1CCOCC1	-2	-5	-14	3	3	3	12	3
Nc1ccc(CCn2ccnc2)cc1	-2	5	4	8	7	3	6	3
Cc1noc(C)c1C(=O)NNc1ccc(C(C)C)cc1	9	4	27	-6	-1	8	-15	-4
O=C1CC(NS(=O)(=O)c2ccc([N+](=O)[O-])cc2)CN1c1cccc(F)c1 (stereo not given)	5	-16	-12	-1	-2	11	24	2
CCOc1ccccc1CNC(CC)CO (stereo not given)	-2	-12	24	-2	8	6	0	-18
O=C(NNS(=O)(=O)c1ccccc1[N+](=O)[O-])c1ccccc1Cl	-2	-3	13	-9	-5	1	11	5
C/C(=N\Nc1ccccc1C)c1cccnc1	-5	-2	0	-13	0	-4	3	-3
O=C(CSCC(=O)N1CCCCC1)Nc1nc(-c2ccc(Cl)s2)cs1	-15	-7	7	-1	15	-13	-46	17
Cc1c(C(=O)Nc2cc(F)ccc2F)sc2nc3n(c(=O)c12)CCCCC3	-12	1	-7	-19	-3	-114	-95	4
N=C(N)SCCc1cnc[nH]1	x	6	6	4	12	6	6	-11
O=C(CN1C(=O)c2ccc([N+](=O)[O-])cc2C1=O)Nc1nnc(C2CC2)s1	5	-11	4	-8	-25	-6	-4	3
COc1ccc(NC(=O)c2sc3nc(C)cc(C)c3c2N)c(OC)c1	5	13	4	8	5	0	-2	-22
Cc1ccnc(NS(=O)(=O)c2ccc(NC(=O)/C=C/c3cccs3)cc2)n1	2	-7	11	3	-10	2	6	-2
O=C(NCCC1CCCCN1S(=O)(=O)c1ccccc1)C(=O)NCc1ccc(F)cc1 (stereo not given)	-4	9	21	3	0	-5	16	17
Cc1cc(C)n(-c2cc(Cl)ccc2[N+](=O)[O-])n1	0	7	8	5	-6	-4	-7	-3
Cc1ccc(Cl)cc1NC(=O)C1CCCCC1C(=O)O (stereo not given)	-2	-7	15	1	1	-2	-4	-2
CCCCCCC(=O)Nc1nc(C)c(-c2csc(Nc3cc(OC)ccc3OC)n2)s1	-6	0	10	-5	-9	1	12	49*
COc1ccccc1OCc1cc(C(=O)N2CC3C[C@@H]4CC2C[C@H](C3)C4)no1	5	5	14	3	3	-83	-96	9
COC(=O)c1ccc(NC(=O)CN2CCC(NC(=O)c3ccco3)CC2)cc1	4	5	12	10	7	7	17	-15
Cc1cccc(C(=O)O/N=C(\N)c2cccc([N+](=O)[O-])c2)c1	-54	7	-13	2	16	-64	-38	-8
Cc1ccc(C(=O)OCC(=O)NC(C)C)cc1S(=O)(=O)N1CCOCC1	-11	3	-7	9	7	4	14	-2
COc1cc(C2C(C(=O)c3cccs3)=C(O)C(=O)N2Cc2ccco2)cc(OC)c1OC (stereo not given)	-5	5	11	-9	-6	5	3	-3
CCOn1c(=O)c(C)[n+]([O-])c2ccccc21	-19	-7	-1	-7	-10	-6	7	0
COCCNC(=O)CN1C(=O)COc2ccc(Cl)cc21	16	-7	4	-1	5	3	-6	11
COc1ccc(Cl)cc1Nc1nc(N)c2ccccc2n1	-7	10	-8	-9	7	-12	-2	11
O=C(c1nn2c(C(F)(F)F)cc(-c3ccccc3)nc2c1Cl)N1CCOCC1	9	-9	3	-9	-7	-25	-6	-1

# Part of the list above, reformatted.
Compound: O=C1CC(NS(=O)(=O)c2ccc([N+](=O)[O-])cc2)CN1c1cccc(F)c1 (stereo not given)
  Gli-Sufu block = 5 | EBI2 block = -16 | CCR6 antagonist = -12 | SENP8 inh = -1 | UBC13 polyUb = -2 | Jurkat NFkB inh = 11 | 697 NFkB inh = 24 | Apaf-1 inh = 2
Compound: Cc1cccc(C(=O)O/N=C(\N)c2cccc([N+](=O)[O-])c2)c1
  Gli-Sufu block = -54 | EBI2 block = 7 | CCR6 antagonist = -13 | SENP8 inh = 2 | UBC13 polyUb = 16 | Jurkat NFkB inh = -64 | 697 NFkB inh = -38 | Apaf-1 inh = -8
Compound: COc1ccc(C(=O)OCC(=O)NC2CC2)cc1S(=O)(=O)N1CCOCC1
  Gli-Sufu block = -2 | EBI2 block = -5 | CCR6 antagonist = -14 | SENP8 inh = 3 | UBC13 polyUb = 3 | Jurkat NFkB inh = 3 | 697 NFkB inh = 12 | Apaf-1 inh = 3

# Screening results (PubChem BioAssay)
